Rab9 promoter act = qHTS Assay for Rab9 Promoter Activators; Potency, µM (series often up to 9.22 µM), for inactives: at the highest dose activation, negative = inhibition, actives largely listed as activators; Huh7 Rab9 promoter-luciferase reporter, luminescence, 24 h; 320,000 compounds, 2.8% hits; further: % of control where 0% means no effect; nearly all actives have a fitted effect of over 60% in size
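Cell-based reporter: Huh7 stable for Rab9 promoter-driven luciferase, plated in reduced-serum medium with 10% FBS at 1500 cells/well, compound-treated 24 h at 37 °C, luminescence read after 10 min reagent.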
uPA generation = qHTS for Inhibitors of Cell Surface uPA Generation; Potency, µM (series often up to 38.3 µM), for inactives: top-dose activity change, negative = inhibition, usual class: inhibitors; 330,000 compounds, 0.31% hits; cell surface uPA generation assay, qHTS; active means well fitted inhibition curve with a large enough effect; inconclusive means small, poorly fitted or top-dose-only effect; inactive means no such curve, though single readings can be large or run the other way; tested in mouse RAW 264.7 cells; further: on the % scale 0 is the no-effect control and ±100 the full control effect; nearly all actives have a fitted effect of over 55% in size
MBNL1 CUG block = qHTS Assay for Inhibitors of MBNL1-poly(CUG) RNA binding. Muscleblind-like protein 1 (Homo sapiens), Q9NR56. TR-FRET MBNL1-His/biotin-(CUG)12 binding, 665/545 ratio. Potency, µM (highest dose often 57.5 µM), for inactives: top-dose activity change, negative = inhibition, actives largely listed as inhibitors. 280,000 compounds, 0.036% hits. AID 2675, 2010; active means well fitted inhibition curve with a large enough effect in the signal ratio, with a control signal flat, not every such curve was filed as active; inconclusive means small, poorly fitted or top-dose-only effect, or effect the other way, or a change in a side signal; inactive means no such curve, though single readings can be large or run the other way; the % refers to the signal ratio; further: on the % scale 0 is the no-effect control and ±100 the full control effect
Target sequence (Q9NR56 whole entry, looked up): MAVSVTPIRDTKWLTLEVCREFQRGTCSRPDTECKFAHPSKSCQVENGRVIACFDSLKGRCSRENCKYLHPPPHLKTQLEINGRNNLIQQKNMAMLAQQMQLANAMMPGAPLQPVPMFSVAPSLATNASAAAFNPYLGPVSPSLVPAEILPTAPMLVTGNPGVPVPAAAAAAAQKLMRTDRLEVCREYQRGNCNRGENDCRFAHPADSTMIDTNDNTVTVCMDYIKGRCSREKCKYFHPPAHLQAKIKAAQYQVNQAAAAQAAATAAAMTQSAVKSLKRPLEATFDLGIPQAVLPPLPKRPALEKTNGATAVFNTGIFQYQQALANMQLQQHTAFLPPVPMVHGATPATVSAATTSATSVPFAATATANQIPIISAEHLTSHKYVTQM
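Inhibition of protein-RNA binding appears as loss of TR-FRET between terbium anti-His antibody on MBNL1-His and streptavidin-XL665 on biotin-(CUG)12. Activity is normalized to buffer-only and uninhibited-complex controls.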
p53 reactivation = qHTS assay for re-activators of p53 using a Luc reporter | 320,000 compounds, 0.063% hits | H1299 p53-A138V BP100-luciferase reporter, luminescence, 24 h | AID 504706, 2011 | Potency, µM (top dose mostly 92.2 µM), for inactives: top-dose activity change, positive = activation, usual class: activators; further: % of control where 0% means no effect; nearly all actives have a fitted effect of over 45% in size
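H1299 (p53-null), stable ts p53-A138V + BP100-Luc; 1000 cells/well, Opti-MEM/10% FBS; cpd 4 pt, 1:5; 24 h, 37 deg C, 5% CO2; detection reagent 10 min RT; luminescence.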
NPC1 promoter act = qHTS Assay for NPC1 Promoter Activators | Huh7 NPC1 promoter luciferase reporter, 24 h | Potency, µM (highest dose often 9.22 µM), for inactives: top-dose activation, most hits filed as activators | 320,000 compounds, 2.4% hits | AID 485313, 2010;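 further: % of control where 0% means no effect; nearly all actives have a fitted effect of over 60% in size; reporter is driven by a mutant NPC1 promoter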
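NPC1 promoter–luciferase Huh7 cells; 24 h compound; luminescence.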
Gal4-VP16 FLuc = VP16 counterscreen qHTS for inhibitors of ROR gamma transcriptional activity; Drosophila S2 Gal4-VP16 UAS-luciferase, luminescence, 20 h; Potency, µM (series often up to 53.6 µM), without a hit: top-dose activity, negative = inhibition, most hits filed as inhibitors; 310,000 compounds, 3.5% hits; AID 2546, 2010;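 further: Gal4-VP16 expression switched on by copper sulfate through the metallothionein promoter; on the % scale 0 is the no-effect control and ±100 the full control effect; nearly all actives have a fitted effect of over 50% in size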
MLL CXXC-DNA inh = qHTS Fluorescence Polarization Assay for Inhibitors of MLL CXXC domain - DNA interaction | Histone-lysine N-methyltransferase 2A (Homo sapiens), Q03164 | Potency, µM (doses to about 115 µM), without a hit: at the top dose activity change, negative = inhibition, actives largely listed as inhibitors | MLL-CXXC / FITC-HOXA9 DNA fluorescence polarization | 290,000 compounds, 0.037% hits; active means well fitted inhibition curve with a large enough effect in the polarisation, with a control signal flat, not every such curve was filed as active; inconclusive means small, poorly fitted or top-dose-only effect, or effect the other way, or a change in a side signal; inactive means no such curve, though single readings can be large or run the other way; the % refers to the polarisation
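Purified MLL-CXXC (added from a 7 uM solution) was preincubated 5 min at ambient with pinned compounds in 50 mM Tris-HCl pH 7.5, 50 mM NaCl, 1 mM DTT, 0.05% BSA. Fluorescein-labeled HOX-A9 DNA (50 nM solution) followed, 30 min, then polarization read.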
BRCA1 expr up = qHTS Assay to Identify Small Molecule Activators of BRCA1 Expression; MCF7-BRCA1-FFLuc reporter, luminescence, 48 h; response scale: scaled: vehicle 0%, 10 µM genistein 100%; Potency, µM (series often up to 46.1 µM), for the others: top-dose activation, actives largely listed as activators; 380,000 compounds, 1.1% hits; AID 624202, 2012; further: nearly all actives have a fitted effect of over 80% in size; some results filed as inactive show a strong effect at the top dose
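Activators of BRCA1 expression were detected as increased firefly luciferase luminescence in engineered MCF7 cells after 48 h compound incubation. Signals were scaled to genistein 10 microM as full activation.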
RORg inh = qHTS for inhibitors of ROR gamma transcriptional activity; Drosophila S2 Gal4-RORgamma UAS-luciferase reporter, 20 h; Nuclear receptor ROR-gamma (Mus musculus), P51450; Potency, µM (highest dose often 53.6 µM), inactives show at the top dose activity change, negative = inhibition, usual class: inhibitors; 310,000 compounds, 5.4% hits; further: on the % scale 0 is the no-effect control and ±100 the full control effect; nearly all actives have a fitted effect of over 60% in size
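Using a luciferase readout, inhibitors were identified by reduced reporter activity in Drosophila cells coexpressing a copper-inducible Gal4–ROR gamma fusion and UAS-driven Photinus luciferase, incubated 20 hr after 700 uM copper sulfate.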
ELG1 genotoxic = qHTS screen for small molecules that induce genotoxicity in human embryonic kidney (HEK293T) cells expressing luciferase-tagged ELG1; HEK293T ELG1-luciferase reporter, luminescence, 16 h; Potency, µM (doses to about 46 µM), without a hit: at the top dose activity change, positive = activation, usual class: activators; 330,000 compounds, 1.3% hits; further: % of control where 0% means no effect; nearly all actives have a fitted effect of over 60% in size
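Genotoxic stress is detected as increased luminescence from luciferase-tagged ELG1 in HEK293T cells, measured with ONE-Glo after a 16 hr treatment at 37 °C.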
FLuc modulator = qHTS profiling assay for firefly luciferase inhibitor/activator using purifed enzyme and Km concentrations of substrates (counterscreen for miR-21 project); Luciferin 4-monooxygenase (Photinus pyralis), P08659; purified FLuc, Km substrates, luminescence inhibition; Potency, µM (titrated, usually from 57.5 µM), for the others: at the top dose activity change, negative = inhibition, actives largely listed as inhibitors; 360,000 compounds, 6.9% hits; AID 588342, 2011;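 further: plate controls were vehicle for no effect and reference inhibitor for full effect; nearly all actives have a fitted effect of over 55% in size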
Target sequence (P08659 whole entry, looked up): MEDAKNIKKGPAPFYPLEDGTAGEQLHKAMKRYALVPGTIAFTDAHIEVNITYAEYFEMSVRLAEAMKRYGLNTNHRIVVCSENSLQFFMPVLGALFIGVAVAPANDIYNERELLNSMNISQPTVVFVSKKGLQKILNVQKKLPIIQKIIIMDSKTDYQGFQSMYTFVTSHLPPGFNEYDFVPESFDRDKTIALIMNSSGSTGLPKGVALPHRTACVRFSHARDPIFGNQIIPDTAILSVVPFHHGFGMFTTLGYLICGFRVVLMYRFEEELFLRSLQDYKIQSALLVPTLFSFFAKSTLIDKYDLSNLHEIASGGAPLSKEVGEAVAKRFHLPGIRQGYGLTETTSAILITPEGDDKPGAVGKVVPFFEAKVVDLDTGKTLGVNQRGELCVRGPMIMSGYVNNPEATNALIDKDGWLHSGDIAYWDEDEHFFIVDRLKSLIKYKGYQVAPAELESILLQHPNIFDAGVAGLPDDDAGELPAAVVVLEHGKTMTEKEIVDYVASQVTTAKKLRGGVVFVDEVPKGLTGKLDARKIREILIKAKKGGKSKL
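Biochemical qHTS of compounds, final roughly 60 µM downward over six points, against 10 nM purified firefly luciferase using Km concentrations of substrates (10 uM D-luciferin, 10 uM ATP) in Tris acetate pH 7.5 buffer; luminescence output.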
* hit, by the source's call; ? = inconclusive; · = no result given; [ ] = dose if it differs, or a comment. Unless noted, the call rests on the fitted dose curve; in most records, active means well fitted curve in the direction sought with a large enough effect; inconclusive means small, poorly fitted or top-dose-only effect, or another doubt; inactive means no such curve, though single readings can be large; an effect the other way counts as inactive or inconclusive. Potency means the concentration at half of the fitted maximal effect. Some of the compounds tested; the hit share may differ from the screen's.

SMILES	Rab9 promoter act	uPA generation	MBNL1 CUG block	p53 reactivation	NPC1 promoter act	Gal4-VP16 FLuc	MLL CXXC-DNA inh	BRCA1 expr up	RORg inh	ELG1 genotoxic	FLuc modulator
CCCCN(CCCC)S(=O)(=O)c1c(C)[nH]c(=O)[nH]c1=O	-1%	0%	-10%	11%	-1%	6%	-3%	30%	-16%	-2%	?
COc1ccc(C(=O)CSc2nc(-c3ccccn3)nc(C)c2Cl)cc1	-3%	-7%	11%	-9%	3%	?	-1%	-78%[inhibitor]	2.8µM*	-12%	-13%
CC(C)C(NC(=O)C12CC3CC(CC(C3)C1)C2)C(=O)N/N=C/C1=C(N2CCOCC2)C(=C\c2cccc([N+](=O)[O-])c2)/CC1 (configuration not stated)	-11%	7%	-8%	-4%	-3%	21%	8%	-32%	8%	-2%	5%
Cc1cc(NS(=O)(=O)c2ccc(NC(=O)Cc3ccccc3)cc2)nc(C)n1	0%	6%	-4%	-2%	0%	-8%	18%	14%	20%	-4%	0%
COc1ccc(CCN2C(=O)CCC2(C)C(=O)NC2CCCC2)cc1OC (configuration not stated)	2%	-2%	0%	1%	-4%	-2%	1%	-3%	-33%	1%	-1%
Cc1cccc(C(=O)NCCc2nnc(SCC(=O)Nc3nc(C)cs3)n2C)c1	0%	-3%	-18%	4%	-7%	0%	-3%	2%	5%	-1%	-4%
CCc1ccc(C(=O)NNc2ccccc2F)cc1	?	2%	·	?	?	25%	-5%	?	24%	?	?
CC(C)CCNC(=O)c1cc(S(=O)(=O)N2CCCCC2)ccc1N1CCOCC1	-3%	-21%	-15%	14%	2%	-7%	-15%	-11%	7%	2%	0%
Cc1nnc(SC(C)C(=O)NCC2CCCO2)s1 (configuration not stated)	1%	0%	·	5%	2%	·	·	-14%	·	0%	-3%
Cc1cccc(C(C)C)c1NC(=O)COC(=O)c1cc2ccccc2oc1=O	2%	-8%	·	-1%	1%	·	·	9%	·	3%	2%
CC(=O)c1cccc(CN2CCN(C(C)C)C(CCO)C2)c1 (configuration not stated)	9%	-2%	-19%	3%	-1%	0%	-2%	-8%	9%	3%	-1%
CC1=Nc2ccc(Br)cc2C(c2ccccc2)N1CC(=O)O (configuration not stated)	-1%	2%	0%	-8%	0%	0%	1%	-11%	11%	0%	-10%
O=C(COC(=O)c1ccccc1)NC1CCCC1	-8%[1.84 µM]	3%	-16%	19%	-3%	16%	-16%	-1%	-1%	9%	17µM*
Cc1ccnc(NC(=O)CCC(=O)N(CC(=O)NC2CCCCC2)C2CCCC2)c1	2%	6%	3%	-5%	0%	0%	10%	-3%	2%	-2%	-2%
CCS(=O)(=O)NCC(c1cccnc1)N1CCN(c2ccccc2F)CC1 (configuration not stated)	-4%	-3%	6%	1%	3%	-1%	3%	-7%	14%	-2%	-1%
Cc1ccc(-c2nn(-c3ccccc3)cc2/C=N/n2c(-c3ccncc3)n[nH]c2=S)cc1	-4%	2%	-7%	-1%	-9%	-4%	0%	21%	-9%	18%	-1%
O=C(COc1ccc(Cl)cc1Br)N1CCN(S(=O)(=O)c2ccccc2)CC1	-6%	-1%	4%	-9%	3%	1%	2%	-13%	3%	-14%	0%
O=S(=O)(c1ccccc1)N1CCC(O)(CSc2ccc(Cl)cc2)CC1	-24%	0%	3%	-6%	-25%	?	4%	-49%	15%	-13%	0%
COCCn1c(Cc2ccccc2)nnc1SCC(=O)NC1CCCCC1	0%	-2%	11%	0%	-1%	0%	-4%	-14%	18%	-2%	2%
COc1ccccc1C(=O)NCCC(=O)NCCCSc1ccccc1	-5%	2%	·	-3%	-9%	·	·	-4%	·	2%	-1%

By substructure: the entries above with fluorine
SMILES	Rab9 promoter act	uPA generation	MBNL1 CUG block	p53 reactivation	NPC1 promoter act	Gal4-VP16 FLuc	MLL CXXC-DNA inh	BRCA1 expr up	RORg inh	ELG1 genotoxic	FLuc modulator
CCc1ccc(C(=O)NNc2ccccc2F)cc1	?	2%	·	?	?	25%	-5%	?	24%	?	?
CCS(=O)(=O)NCC(c1cccnc1)N1CCN(c2ccccc2F)CC1 (configuration not stated)	-4%	-3%	6%	1%	3%	-1%	3%	-7%	14%	-2%	-1%

(listing goes on)
SMILES	Rab9 promoter act	uPA generation	MBNL1 CUG block	p53 reactivation	NPC1 promoter act	Gal4-VP16 FLuc	MLL CXXC-DNA inh	BRCA1 expr up	RORg inh	ELG1 genotoxic	FLuc modulator
CCOC(=O)c1ccc(NC(=O)c2c(C)[nH]c(C(=O)OCC)c2C)cc1	-1%	11%	0%	-11%	1%	-10%	-1%	-30%	27%	-6%	1%
CC(=O)Nc1ccc(S(=O)(=O)N(C)CC(=O)NCCC2=CCCCC2)cc1	9%	5%	0%	-2%	2%	-3%	12%	3%	-3%	-6%	3%
COc1ccc(NC(C)=O)cc1NC(=O)c1ccc(Cl)cc1	-2%	2%	-9%	8%	-1%	-7%[10 µM]	-2%	-28%	-18%	5%	2%
CSc1sc(C(=O)NNC(C)=O)c2c1C1(CCC2)SCCS1	0%	2%	17%	-3%	-2%	0%	-1%	-26%	-10%	-10%	0%
S=C1N(c2ccccc2)CN(C2CCCCC2)CN1c1ccccc1	17%	3%	2%	3%	-1%	20µM*	-15%	1%	11µM*	-4%	2%
O=c1[nH]c(CN(CCO)CCO)nc2c1C1(CCCCC1)Cc1ccccc1-2	-2%	2%	2%	-5%	-4%	-11%	-3%	-15%	?	-1%	0%
Cc1cc(C(=O)COc2nncc3ccccc23)c(C)n1C	8%	-3%	4%	11%	3%	-4%	0%	70%	34%	?	-26%
CCONc1ncnc2nonc12	-4%	-1%	?	-2%	1%	7%	5%	5%	14%	-3%	0%
COc1cc(SC)ccc1C(=O)OCC(=O)NC(=O)NC(C)C	18%	-1%	-5%	0%	-3%	3%	-17%	-2%	27%	-2%	-2%
Cc1ccc(CNC(=O)c2ccc3c(=O)n(CC4CCCO4)c(=S)[nH]c3c2)cc1 (configuration not stated)	·	·	-6%	·	·	-9%	-3%	-23%	-14%	·	-2%
Cc1ccccc1OCCCC(=O)Nc1ccc(S(=O)(=O)Nc2onc(C)c2C)cc1	3%	-1%	3%	1%	0%	-3%	34%[activator]	-3%	11%	0%	-1%
COc1ccccc1NS(=O)(=O)c1cccc(NC(=O)c2cc3ccccc3oc2=O)c1	3.2µM*	0%	11%	1%	2.5µM*	-2%	1%	?	-19%	23µM*	11µM*
COc1ccccc1NC(=O)Nc1cc(C(C)(C)C)nn1C	2%	2%	·	0%	-11%	-1%	1%	-9%	-14%	0%	1%
CCOC(=O)CSc1nc(C)c2cc(C)c(C)cc2n1	-3%	4%	2%	1%	-5%	?	14%	-15%	-23%	2%	?
Cc1ccc(S(=O)(=O)N2CCC(C(=O)Nc3ccccc3N3CCCCC3)CC2)cc1	3%	-1%	-8%	4%	8%	-3%	5%	-35%	2%	-8%	-3%
COc1ccc(Cl)cc1NC(=O)NCC1CCN(Cc2cc(C)ccc2C)CC1	-12%	?	-11%	1%	-1%	-8%	8%	-83%	-1%	5%	-2%
O=C1CC(c2ccc(F)cc2)Sc2nc(C34CC5CC(CC(C5)C3)C4)nn21 (configuration not stated)	-2%	1%	-8%	4%	0%	?	11%	-12%	?	-2%	-1%
O=c1c2ccccc2ccc2ccccc12	2%	8%	·	25%	1%	·	·	36%	·	3%	·
COc1ccc(CN2CCNC(=O)C2CC(=O)N(C)CCc2cnn(C)c2)c(F)c1 (configuration not stated)	0%	-7%	-4%	-5%	-2%	-18%	-1%	15%	-14%	-1%[9.26 µM]	0%
CCc1c(C(=O)NNC(=S)NCC2CCCO2)csc1C (configuration not stated)	-1%	6%	2%	12%	-1%	?	-12%	13%	?	-1%	0%
CCOC(=O)c1ccccc1NC(=O)c1ccc2c(=O)n3c(nc2c1)CCCCC3	-4%	5%	-1%	20%	0%	-19%	-4%	-34%	?	-6%	?
Cc1ccc(C(=O)N2CCN(C3c4cccc5cccc(c45)C3NS(=O)(=O)c3ccccc3)CC2)cc1 (configuration not stated)	-20%	-9%	13%	5%	-1%	-4%	25%	-55%	16%	-7%	6%
Cc1ccc(OCc2ccccc2Br)c([N+](=O)[O-])n1	12%	-5%	?	17%	3%	-1%	26%	48%	-18%	6%	?
